Wnt bcat act: activators of Wnt/beta-catenin signaling. Wnt/beta-catenin reporter cell assay, activator, plate reader. activation, % at 9.35 µM. 300,000 compounds, 1.2% hits. AID 743398; in the data active means activation above about 30%, passing the limit was not always enough;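 further: 0% = neutral control wells and 100% = positive control wells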
* marks the source's active call; other numbers are inactive results.

SMILES | Wnt bcat act
Cc1cccc(C)c1-n1nnnc1C(c1cc2ccccc2o1)N1CCN(C/C=C/c2ccccc2)CC1 (configuration not stated) | -8.0
O=C(Nc1ccccc1)n1ccc(-c2ccc(-n3ccnc3)cc2)n1 | -3.0
NC(c1csc(Nc2nccc(C(F)(F)F)n2)n1)C1CCCCC1 (configuration not stated) | 0.1
CC(C)(C)NC(=O)C(c1cc2ccccc2o1)n1c(-c2ccc(-c3ccccc3)cc2)nc2ccccc21 (configuration not stated) | 50.7*
O=C(NC1CCCC1)C1c2ccccc2OCC(=O)N1Cc1cccnc1 (configuration not stated) | -1.5
Cn1c(SCC(=O)NNC(=O)Nc2ccc(Cl)cc2)nnc1-c1ccccc1 | 1.6
COc1cc(-c2coc3c(C(=O)NCc4cccc(Cl)c4)cccc23)ccc1O | -3.5
COc1ccc(CNc2nn3c(-c4cccc(C(=O)N(C)C)c4)cnc3s2)cc1 | -2.4
Cc1nc2c(OCc3ccc(OC(F)F)cc3)cccn2c1N(C)C(=O)CCC1CCCC1 | -1.3
CN1CCCCC(NC(=O)CCl)C1=O (configuration not stated) | -2.1
CCCCOCCCNC(=O)C[C@@H]1C[C@@]2(C(=O)OC)CC(C)(C)CC=C2N(Cc2ccccc2)C1=O | -4.9
CN1CCN(c2ccc(CNC(=O)C3Cc4c(-c5cccc(F)c5)ccnc4O3)cc2)CC1 (configuration not stated) | -0.8
COC(=O)Cc1nnn2c1[C@H](C)[C@H](c1ccccc1Br)OC[C@H](C)C2 | 1.2
Nc1nc2c(ncn2[C@@H]2O[C@H](CNC(=O)[C@H](N)C3CCCCC3)[C@@H](O)[C@H]2O)c(=O)[nH]1 | -0.2
CCCCN1CC(COCc2ccccc2)Oc2cccc(Sc3ccc(OC)c(OC)c3)c2S1(=O)=O (configuration not stated) | -6.0
CCCCNC(=O)C[C@@H]1C[C@@]2(C(=O)OCC)CCC=C2N(Cc2ccc3c(c2)OCO3)C1=O | 0.3
CCCCC[C@@H](C)N1C[C@@H](COCc2ccccc2)Oc2cc(N3CC[C@@H](N(C)C)C3)ccc2S1(=O)=O | -2.4
CCCNC(=O)C1(C)CCCN(C(=O)c2cc(C)n(C(C)(C)C)n2)C1 (configuration not stated) | -1.2
C#Cc1ccc(NC(=O)C2(C)CCN2C(=O)Cc2ccc(C(C)(C)C)cc2)cc1 (configuration not stated) | -12.8
COC(=O)N1CCCCC1c1cc(C(=O)NCc2cccnc2)no1 (configuration not stated) | -3.8
O=C(Nc1ccc2c(c1)OCCO2)C(C1CC1)n1c(=O)c(-c2ccco2)nc2ccccc21 (configuration not stated) | -3.9
COc1ccc(CNC(=O)c2c(N)[nH]c(C(=O)c3ccccc3)c2-c2ccc3ccccc3c2)cc1OC | -2.3
CC1Cn2c(Cc3ccccc3)nnc2S1 (configuration not stated) | -1.7
CCc1nc2ccc(C(=O)Nc3cc(-c4ccccc4)ccc3OC)cn2c1N(C=O)CCC(C)C | -1.8
COc1ccc(NC(=O)C2(C)CCN2C2Cc3ccccc3C2)cc1OC (configuration not stated) | -1.8
COC(=O)[C@]12CCCCC=C1N(Cc1cccc3ccccc13)C(=O)[C@H](CC(=O)NCC13CC4CC(CC(C4)C1)C3)C2 | -8.9
CC(C)C[C@H]1CN(CCCC[C@H]2CNC(=O)C(=O)N2Cc2ccccc2)C(=O)C(=O)N1CC1CCCCC1 | -1.6
COc1cccc(CNC(=O)[C@H]2CCCN2C(=O)[C@H]2CCCN2C(=O)N2CCCCC2)c1 | 3.6
COc1cc(CNC(=O)Nc2nc(C(N)c3ccccc3)cs2)cc(OC)c1OC (configuration not stated) | -1.3
CC1(C(=O)Nc2ccc(F)c(Cl)c2)Cc2c(-c3ccc(C(N)=O)cc3)ccnc2O1 (configuration not stated) | -2.1
O=C(CSC1CCc2ccccc21)NN=Cc1ccco1 (configuration not stated) | -2.8
CC(C)N1CCC1(C)C(=O)Nc1cccc(C#N)c1 (configuration not stated) | -4.8
O=C1c2ccccc2C(c2nnnn2-c2ccc3ccccc3c2)N1C1CC1 (configuration not stated) | -1.1
O=C(NCc1c(Cl)cccc1Cl)c1[nH]c(C(F)(F)F)nc1-c1ccccc1 | -1.5
NC(=O)c1csc(-c2ccc(CO)o2)n1 | -0.7
CCc1nc2ccc(C(=O)NCCN3CCNC3=O)cn2c1N(CC)Cc1cccc(Br)c1 | -0.6

Sorted by the number under Wnt bcat act (low to high): some entries from above.
| structure | Wnt bcat act |
| --- | --- |
| O=C(CSC1CCc2ccccc21)NN=Cc1ccco1 (configuration not stated) | -2.8 |
| CC1(C(=O)Nc2ccc(F)c(Cl)c2)Cc2c(-c3ccc(C(N)=O)cc3)ccnc2O1 (configuration not stated) | -2.1 |
| COc1cccc(CNC(=O)[C@H]2CCCN2C(=O)[C@H]2CCCN2C(=O)N2CCCCC2)c1 | 3.6 |

Next section
SMILES | Wnt bcat act
CC(=O)c1cccc(-c2ccnc3c2CC(C(=O)N2CCN(C)CC2)O3)c1 (configuration not stated) | 0.3
COc1cc2[nH]c(C)c(-c3ccccc3)c(=O)c2cc1Cl | -0.7
CCn1c(C)nc2cc(C(=O)NNC(=S)Nc3ccccc3OC)ccc21 | 0.5
CC1(C(=O)NCc2cccc3ccccc23)CCN1Cc1cc2ccccc2o1 (configuration not stated) | -1.0
CC1(C(=O)NS(=O)(=O)c2cccs2)CCN1C(=O)C1(c2ccccc2)CCCC1 (configuration not stated) | 0.0
COC(=O)[C@]12C[C@H](CC(=O)N3CCCCC3)C(=O)N(Cc3ccc4c(c3)OCO4)C1=C[C@H](COCc1ccccc1)O[C@@H]2C | -13.9
COc1ccc(Cc2c(C(C)(C)C)nc3ccc(C)cn23)c(C)c1 | -0.7
O=C1CCCCC(=O)[C@H](O)C[C@H](COCc2ccccc2)O1 | -1.6
CCNC(=O)C1(C)CCCN(C(=O)c2ccc(F)c(C)c2)C1 (configuration not stated) | -2.7
COCCNc1nc2cc(-c3ccccc3C)sc2c(=O)n1C | 3.5
CCNC(=O)C1CCCN(C(=O)c2ccc(N(C)C)cc2)CC1 (configuration not stated) | -1.8
COc1cccc(C2=Cc3ccc(F)cc3C(CC(C)=O)N2c2ccc(-c3cc(OC)c(OC)c(OC)c3)cc2)c1 (configuration not stated) | -4.0

Records listed so far that bear a hit mark in Wnt bcat act:
SMILES | Wnt bcat act
CC(C)(C)NC(=O)C(c1cc2ccccc2o1)n1c(-c2ccc(-c3ccccc3)cc2)nc2ccccc21 (configuration not stated) | 50.7*

As a working copy, 5 of the compounds above.
SMILES | Wnt bcat act
COC(=O)[C@]12C[C@H](CC(=O)N3CCCCC3)C(=O)N(Cc3ccc4c(c3)OCO4)C1=C[C@H](COCc1ccccc1)O[C@@H]2C | -13.9
COc1ccc(Cc2c(C(C)(C)C)nc3ccc(C)cn23)c(C)c1 | -0.7
O=C1CCCCC(=O)[C@H](O)C[C@H](COCc2ccccc2)O1 | -1.6
CCNC(=O)C1(C)CCCN(C(=O)c2ccc(F)c(C)c2)C1 (configuration not stated) | -2.7
COCCNc1nc2cc(-c3ccccc3C)sc2c(=O)n1C | 3.5

Later entries
SMILES | Wnt bcat act
COC(=O)c1c(-c2ccc(OC)cc2)c2c(c3c4ccccc4n(S(=O)(=O)c4ccc(C)cc4)c13)C(=O)N(C)C2 | -6.6
O=C(O)c1ccc2c(c1)C(=O)N([C@H](Cc1cccc3ccccc13)C(=O)O)C2=O | -0.9
CCCCC1Cc2[nH]c(=S)[nH]c(=O)c2C(C(C)C)O1 (configuration not stated) | -3.6
CCNC(=O)c1cc2c(c(-c3cccc(-c4cncnc4)c3)n1)[C@H](CCO)N(C(C)=O)C2 | -1.0
CCOC(=O)C1=CC[C@@H](c2ccncc2)N(S(=O)(=O)c2ccc(C)cc2)C1 | -0.7
Nc1nc2ccccc2n1S(=O)(=O)c1ccc([N+](=O)[O-])cc1 | -0.1
CCNC(=O)C1(C)CCN(C(=O)c2ccc3c(c2)CCO3)C1 (configuration not stated) | 1.4
CCC(C(=O)NCc1ccccc1)n1c(CSCCOc2ccccc2)nc2ccccc21 (configuration not stated) | -5.0
CCOC(=O)[C@]12CCCC=C1N(Cc1ccc(Cl)cc1Cl)C(=O)[C@H](CC(=O)NCc1ccc(OC)c(OC)c1)C2 | -5.8
C#CC1c2ccccc2CCN1CC=C (configuration not stated) | 0.1
O=C(Nc1ccccc1)c1cc(C2CCCCN2C(=O)CCCc2ccccc2)on1 (configuration not stated) | -0.8
c1cc2c(cc1-c1csc(NNC3=NCCCCC3)n1)OCCO2 | 7.7
O=C(CC[C@H]1O[C@@H](n2ccc(=O)[nH]c2=O)[C@H](O)[C@@H]1O)N[C@H](Cc1ccccc1)C(=O)NCC1CCCCC1 | 3.5
Cc1nnsc1C(=O)N1CCCC(C)(C(=O)NS(=O)(=O)C2CC2)C1 (configuration not stated) | 1.7
Cc1ccc2c(c1)CCCO[C@]21O[C@H](CCO)C[C@H](O)[C@H]1O | 1.9
CC(C)NC(=O)C1(C)CCN1C(=O)c1ccccc1 (configuration not stated) | -0.5
COc1cc(C(=O)N2CCC2(C)C(=O)NC(C)C)cc(OC)c1OC (configuration not stated) | -2.3
CC(C)c1ccc(NC(=O)C2(C)Cc3c(-c4ccc(N(C)C)cc4)ccnc3O2)cc1 (configuration not stated) | -0.3
COCCNC(=O)C1(C)CCN(C(=O)c2ccc3c(c2)C(C)(C)CCC3(C)C)C1 (configuration not stated) | -0.6
CC(=O)c1ccc(-c2cnc3c(NC=O)cc(-c4cccc(C(=O)N(C)C)c4)cn23)cc1 | -7.1
NC(COCc1ccccc1)c1csc(Nc2ccc(S(N)(=O)=O)cc2)n1 (configuration not stated) | -3.7
COc1ccc([C@@H]2CC(=O)[C@@H]3CN(S(=O)(=O)c4ccc(Cl)cc4)[C@H](c4ccc(C)cc4)C[C@@H]3N2S(=O)(=O)c2ccccc2)cc1 | -2.0
Cc1cc(C)c(CN2CCN(C(=O)Cn3cc(C)c(=O)[nH]c3=O)CC2)c(C)c1 | -0.6
CC(=O)Nc1cccc(-c2ccnc3c2CC(C(=O)Nc2ccc(F)c(Cl)c2)O3)c1 (configuration not stated) | 0.8
CC1(C(=O)NS(=O)(=O)c2ccccc2)CCN1C(=O)CC1CCCCC1 (configuration not stated) | -2.3
O=C(Nc1nnc([C@H]2C[C@H](O)[C@@H](CO)O2)s1)c1cccc(OC(F)(F)F)c1 | 0.6
Cc1ccc(C=C(C#N)C(=O)c2ccccc2)cc1 | -1.4
CCC(=O)N1CCCC(C)(C(=O)NS(=O)(=O)c2cccs2)C1 (configuration not stated) | 0.5
Cc1ccc(S(=O)(=O)N2C[C@H]3C(=O)C[C@@H]4C(=O)N(c5ccccc5)C(=O)[C@@H]4[C@@H]3C[C@H]2c2cccc(Cl)c2)cc1 | -0.8
O=C1NC[C@H](Cc2ccc(O)cc2)N(C[C@H]2CCCN2C[C@H](Cc2ccc(O)cc2)N2C[C@H](Cc3ccc(O)cc3)N(CCc3ccccc3)C(=O)C2=O)C1=O | -1.0
CCCCN(C=O)c1c(CC)nc2c(OCc3ccccc3C)cccn12 | -0.9
CC(C)C[C@H]1COc2cccc(N3CCN(Cc4ccccc4F)CC3)c2S(=O)(=O)N1 | -3.7
COc1cc(CNc2ncnc3c2ncn3[C@H]2CN(Cc3ccco3)C[C@@H](CO)O2)cc(OC)c1OC | 3.8
CC(C)CCC[C@](C)(O)c1ccc(C(=O)O)cc1O | -1.9
COc1cc(OC)cc(C2=Cc3ccccc3C(CC(=O)c3ccco3)N2c2ccc(-c3cncnc3)cc2)c1 (configuration not stated) | -4.0
CCCOc1ccc(F)cc1-c1cc(C(=O)Nc2cc(OC)ccc2OC)[nH]n1 | -4.3
Cc1ccc(S(=O)(=O)NC(=O)C2(C)CCN2C(=O)CC2CCCCC2)nc1 (configuration not stated) | 1.2
CCOc1ccc(Cl)cc1-c1cc(C(=O)NCc2cccs2)[nH]n1 | -2.6
CN(c1ccc([N+](=O)[O-])cc1)c1cc2c(c3c1ccn3C)C1CCC2C1 (configuration not stated) | 0.5
Cc1cccnc1C(c1ccc(F)cc1)N(C)C(=O)C1CCN(CCCOc2ccc(F)cc2)CC1 (configuration not stated) | -4.4
COc1ccc(-c2oc3ccc(-c4cc(OC)c(OC)c(OC)c4)cc3c2-c2ccc(OC)cc2)cc1 | -3.6
CCCS(=O)(=O)NC(=O)C1(C)CCN(C(=O)C2(c3ccc(Cl)cc3)CCCC2)C1 (configuration not stated) | -0.9
CC(C)(C)c1ccc(C#C[C@@H]2C=C[C@@H](O)[C@@H](COC(=O)NCc3ccccc3)O2)cc1 | 5.1
COc1cc(F)ccc1-c1csc(C(NC(C)=O)c2ccccc2)n1 (configuration not stated) | -3.9
O=C(Cc1c[nH]c2ccccc12)Nc1ccc(Nc2cccnc2)c(-c2ccc(Cl)c(Cl)c2)c1 | -7.3
C[C@@H]1CNC(=O)c2c(C(=O)NC3CCN(C(=O)OC(C)(C)C)CC3)ncn21 | -0.7
CC(C)C[C@@H](CN1CCC[C@@H]1CN1C(=S)NC[C@@H]1Cc1ccccc1)N1C[C@H](Cc2ccc(O)cc2)N(CC2CCCCCC2)C1=S | -7.0
COCCNc1nc(Nc2ccc(C)cc2C)c2sccc2n1 | -2.1

Grouped by structure, those above containing a cyano group.
SMILES | Wnt bcat act
CC(C)N1CCC1(C)C(=O)Nc1cccc(C#N)c1 (configuration not stated) | -4.8
Cc1ccc(C=C(C#N)C(=O)c2ccccc2)cc1 | -1.4

Additional records.
SMILES | Wnt bcat act
O=C(C(=O)N1CCN(S(=O)(=O)c2ccc(F)cc2)CC1)c1cccc(C(F)(F)F)c1 | -2.0
COc1ccc(-n2nnnc2C2c3ccccc3C(=O)N2C2CCN(Cc3ccccc3)CC2)cc1 (configuration not stated) | -5.0
Cc1cccc(C)c1NC(=O)C1(C)CN(S(C)(=O)=O)CC(=O)N1Cc1ccco1 (configuration not stated) | 1.5
Cc1nn(C)cc1CNC(=O)C1C2CCC(C2)C1C(=O)O (configuration not stated) | -1.1
Cn1nc(C(C)(C)C)cc1N1C(=O)CCC1(C)C(=O)NCc1ccccc1 (configuration not stated) | 0.3
COC(=O)C1=C(C)N(C)C(=NCc2ccc(OC)cc2)NC1c1cccc(C(F)(F)F)c1 (configuration not stated) | -1.2
Cc1cn2c(=O)c3ncn(C4OC(CO)C(O)C4O)c3n(C)c2n1 (configuration not stated) | -0.3

Screening data deposited in PubChem BioAssay by Broad Institute.

Some of the compounds tested; the hit share may differ from the screen's.
